MITF primary: blocks human microphthalmia-associated transcription factor; O75030; AlphaScreen MITF homodimerization, bead proximity signal; inhibition, % at 2.6 µM; actives 0.91% (n = 650,000); AID 1259374; in the data active means inhibition above about 50%;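 further: 0% = vehicle wells with protein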
Target sequence (O75030 whole entry, looked up): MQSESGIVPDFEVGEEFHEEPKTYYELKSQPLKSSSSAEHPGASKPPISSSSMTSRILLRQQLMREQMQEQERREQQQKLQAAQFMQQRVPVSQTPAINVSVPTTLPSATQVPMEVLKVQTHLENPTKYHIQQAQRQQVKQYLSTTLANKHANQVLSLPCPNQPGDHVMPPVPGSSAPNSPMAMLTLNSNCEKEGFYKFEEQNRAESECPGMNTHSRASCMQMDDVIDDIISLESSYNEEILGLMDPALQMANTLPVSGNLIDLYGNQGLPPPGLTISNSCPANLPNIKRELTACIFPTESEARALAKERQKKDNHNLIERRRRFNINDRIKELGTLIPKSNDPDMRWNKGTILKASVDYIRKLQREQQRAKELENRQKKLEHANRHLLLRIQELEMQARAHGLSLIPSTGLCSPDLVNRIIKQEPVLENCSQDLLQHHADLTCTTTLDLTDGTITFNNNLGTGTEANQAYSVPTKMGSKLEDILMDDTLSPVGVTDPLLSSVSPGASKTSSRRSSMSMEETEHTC
GPR151 activ: human GPR151 activation | Q8TDV0 | PathHunter beta-arrestin GPR151 cells, luminescence | actives 1% (n = 650,000) | AID 1508602 | activation, % at 11.2 µM; in the data active means activation above about 4.9%;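 further: 0% = median of compound wells and 100% = cells with positive control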
Target sequence (Q8TDV0 whole entry, looked up): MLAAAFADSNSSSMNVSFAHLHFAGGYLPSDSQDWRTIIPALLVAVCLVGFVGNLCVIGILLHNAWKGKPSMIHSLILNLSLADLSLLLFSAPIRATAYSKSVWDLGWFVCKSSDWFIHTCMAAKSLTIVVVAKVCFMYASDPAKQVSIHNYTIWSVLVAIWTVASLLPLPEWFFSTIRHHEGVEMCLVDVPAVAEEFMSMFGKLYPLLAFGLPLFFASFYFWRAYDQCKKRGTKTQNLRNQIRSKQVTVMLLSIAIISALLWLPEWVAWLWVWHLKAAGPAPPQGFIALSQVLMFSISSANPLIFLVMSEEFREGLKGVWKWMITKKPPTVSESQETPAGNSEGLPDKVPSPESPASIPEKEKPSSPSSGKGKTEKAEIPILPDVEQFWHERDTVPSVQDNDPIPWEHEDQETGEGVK
TEAD-YAP block: TEAD-YAP interaction inhibition | AID 1259422 | inhibition, % at 9.12 µM | actives 1.4% (n = 640,000) | HEK-TIYL cells, TEAD-Gal4/YAP UAS-luciferase luminescence; in the data active means inhibition above about 32%;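 further: 0% = median of test compound wells and 100% = reference inhibitor wells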
FBW7 activator: human FBW7 E3 ligase activation, primary screen; Q969H0; AlphaScreen FBW7–phospho-cyclin E peptide binding, activator screen; normalized activity (activation), % at 26.1 µM; actives 0.13% (n = 650,000); AID 1259310; in the data active means normalized activity above about 1.9%;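 further: purified mutant Fbw7 with reduced substrate affinity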
* hit, by the source's call.

SMILES	MITF primary	GPR151 activ	TEAD-YAP block	FBW7 activator
Cc1ccc(N=C2S/C(=C\c3ccc(N(C)C)c(Br)c3)C(=O)N2C2CCCCC2)cc1C	-7	1.0	7	-0.1
Cc1csc(C(C#N)C(=O)COC(=O)c2cc3c(C)nn(-c4ccccc4)c3s2)n1 (stereo not given)	-5	-2.1	-2	-0.2
Cc1cccc(NC(=S)N(CCCN2CCC(C)CC2)Cc2cccs2)c1	-4	-1.0	-2	-0.1
COc1ccc(-c2cccc(NC(=O)c3c(F)cccc3F)c2)nn1	-5	-0.6	-3	-0.1
CCCCNS(=O)(=O)c1ccc(OCC(=O)N2CCCC2)cc1	-7	-0.5	1	-0.2
Cc1ccc2nc(-c3ccc(Cl)cc3)cc(C#N)c2c1	2	-1.0	-9	-0.1
CSC1=NCCN1C(=O)Cc1ccc(Cl)cc1	-6	1.7	2	-0.2
CN1C(=O)/C(=C/c2ccccc2OCc2cccc(F)c2)NC1=S	16	-0.7	-37	0.3
Cc1ccc(S(=O)(=O)NN2C(=O)c3ccccc3NC2c2ccccc2O)cc1 (stereo not given)	9	2.8	12	0.1
CS(=O)(=O)N(CC(=O)NCC1CCCO1)c1ccc(OCc2ccccc2)cc1 (stereo not given)	1	0.5	-13	0.9
CCCCN(C(=S)Nc1ccc(OC)cc1)C1CCN(C(C)=O)CC1	-3	-0.1	-6	-0.1
CC1(C)Cc2c(C#N)c(SCC(=O)c3ccccc3)nc(N3CCOCC3)c2CO1	9	0.9	-2	-0.1
Nc1ccc(C(=O)NC23CC4CC(CC(C4)C2)C3)cc1	-13	-0.9	-5	0.2
O=C(Oc1ccc(C2Oc3ccccc3C3CC(c4ccc(Cl)cc4)=NN32)cc1)c1ccc(Br)cc1 (stereo not given)	7	-0.1	-18	-0.1
CCOc1ccc(S(=O)(=O)N(CC(=O)N2CCCCC2)c2ccc(C)cc2)cc1	20	0.7	12	0.1
CCOC(=O)c1c(-c2ccccc2)oc2c1cc(OC(=O)c1ccc(Cl)cc1Cl)c1ccccc12	5	-0.2	6	0.2
Cc1ccccc1CS(=O)(=O)CCC(=O)NCc1ccc(F)cc1	8	0.0	13	0.1
Cc1cc(C)c(S(=O)(=O)c2cccc(C)c2C)c(=O)[nH]1	2	-1.0	4	0.0
COc1ccc(NC(=O)NC2(C)CCS(=O)(=O)C2)cc1 (stereo not given)	13	1.1	1	-0.2
COc1ccccc1NC(=O)C1CC(=O)N(CCc2ccc(OC)c(OC)c2)C(=Nc2ccc(F)cc2)S1 (stereo not given)	1	0.7	4	0.0
Cc1ccc2c(c1)CN(CCNC(=O)C1=CCCC1)CC(C)O2 (stereo not given)	4	-0.8	-6	0.0
COC(OC)C12c3ccccc3C(c3ccccc31)C1C(=O)N(c3ccc(C)c(C)c3)C(=O)C12 (stereo not given)	-2	1.6	-1	0.0
N#Cc1c(NC(=O)/C=C/c2cccs2)sc2c1CCC2	-1	3.5	19	-0.1
CN(C)c1ccc(/C=C2\C(=O)N(c3ccccc3)N=C2C(=O)Nc2ccccc2)cc1	-8	-1.2	3	0.0
COc1ccc(NC(=O)c2sc(SCC(=O)Nc3nccs3)nc2N)cc1	-8	-0.1	-56	0.1
COc1cc(OC)nc(CN2CCN(Cc3nc(OC)cc(OC)n3)CC2)n1	1	-1.8	3	0.0
Cc1ccccc1NC(=O)CSc1nnc2sc3ccccc3n12	-11	-0.7	-10	0.0
O=C(O)CCCNC(=O)/C(=C\c1ccc2c(c1)OCO2)NC(=O)c1ccco1	13	-0.7	1	0.1
O=C(NC1CCCCC1)c1nnc(Cc2ccc(F)cc2)o1	1	0.2	-2	0.0
CCOc1ccccc1NC(=O)c1c(NC(=O)C(C)Oc2cccc(Cl)c2)sc2c1CCCCC2 (stereo not given)	-11	0.5	-18	0.1
Cc1ccsc1C(=O)OCC(=O)c1ccc2c(c1)OCCO2	2	-3.4	0	0.2
CCOC(=O)N1CCN(c2c(NC3CCC(C)CC3)c(=O)c2=O)CC1 (stereo not given)	1	5.0*	-3	0.1
N#CC1=C(N)N(N2CCOCC2)C2=C(C(=O)CCC2)C1c1cccnc1 (stereo not given)	-6	-1.5	-1	0.1
Cc1ccc(C(=O)NC(N(C)C)C(Cl)(Cl)Cl)cc1 (stereo not given)	-6	-2.3	2	0.0
O=C(NCCn1nnn(-c2ccccc2)c1=O)c1cnccn1	10	-1.1	-8	0.7
CCN(CC)CCCNC(=O)c1cc(Cl)ccc1Cl	-12	-1.3	-5	0.0
CCOC(=O)C1CCCN(CCC(=O)Nc2ccccc2OC)C1 (stereo not given)	9	1.3	8	0.2
Fc1ccc(-n2nccc2-c2ccc(N3CCOCC3)cc2)cc1	0	3.0	2	0.1
O=C(c1ccc(Cl)cc1)n1c(=O)oc2ccccc21	0	0.6	-11	-0.1
NCCOc1ccccc1Cc1ccccc1	4	-0.1	-6	0.0
O=C(O)/C=C\C(=O)Nc1ccccc1Oc1ccccc1	12	-0.8	-8	0.1
CNC(=O)c1ccccc1Nc1cc(Nc2cccnc2)ncc1C(F)(F)F	5	-1.0	14	-0.1
C=CCOc1ccc(/C(O)=C2/C(=O)C(=O)N(CCN(C)C)C2c2ccc(Cl)cc2)cc1C (stereo not given)	19	1.0	3	0.1
N#Cc1c(N)[nH]c(=S)c(C#N)c1-c1ccccc1Cl	-5	0.5	5	0.1
O=C(Nc1ccccc1)c1ccc2c(c1)S(=O)(=O)c1ccccc1C2=O	-7	1.8	-8	-0.1
CCOc1c(Br)cc(/C=C2\SC(=Nc3cc(C)cc(C)c3)NC2=O)cc1OC	27	1.0	-6	1.0
Cc1ccc(C(=O)Oc2ccc(C)cc2-n2nc3ccccc3n2)cc1	-2	-0.8	-29	-0.1
CCOC(=O)CSC1=C(C#N)C(c2ccc(Br)cc2)CC(=O)N1 (stereo not given)	2	0.2	-11	0.0
CCCCNC(=O)c1c[nH]c2ccc(S(=O)(=O)N(CC)c3ccccc3)cc2c1=O	18	2.1	6	-0.3
Cc1ccc(NC(=O)c2ccccc2S(C)(=O)=O)cc1	1	-0.6	7	-0.1
Further entries.
SMILES	MITF primary	GPR151 activ	TEAD-YAP block	FBW7 activator
CCn1cc(CN2CCC3(CC2)CC3C(=O)NCCc2cccc(OC)c2)c(C)n1 (stereo not given)	4	-0.6	-5	-0.1
C[C@H](O)[C@H]1NC(=O)[C@@H]2C[C@H](NC(=O)Nc3ccc(Cl)cc3)CN2C1=O	-42	-0.4	-10	-0.1
COc1cc(OC)nc(CSCCNC(=S)Nc2ccccc2)n1	-4	1.0	-5	-0.2
N#Cc1nc(-c2ccccc2F)oc1N1CCCCCC1	7	0.5	-21	-0.3
c1ccc(-n2nnnc2SCc2cn3ccsc3n2)cc1	18	2.2	5	0.3
COc1cccc(Cn2ccn(Cc3ccccc3OC)c(=O)c2=O)c1	12	-1.4	2	0.5
O=[N+]([O-])c1cccc(NC2OCC(O)C(O)C2O)c1 (stereo not given)	-5	0.7	-3	-0.1
Cc1cc(C)nc(/N=C(\N)Nc2cc(Cl)cc(Cl)c2)n1	5	-1.3	7	0.2
CCOC(=O)c1cnc2c(C(F)(F)F)cccc2c1N1CCOCC1	18	1.2	-3	0.2
CCOc1ccc(C(=O)NCC(=O)OCC(=O)c2ccc(OC(F)F)cc2)cc1	2	-1.1	-7	0.1

4 of these compounds in another layout:
> CCOc1ccc(C(=O)NCC(=O)OCC(=O)c2ccc(OC(F)F)cc2)cc1
  MITF primary = 2; GPR151 activ = -1.1; TEAD-YAP block = -7; FBW7 activator = 0.1

> CCOC(=O)c1cnc2c(C(F)(F)F)cccc2c1N1CCOCC1
  MITF primary = 18; GPR151 activ = 1.2; TEAD-YAP block = -3; FBW7 activator = 0.2

> N#Cc1nc(-c2ccccc2F)oc1N1CCCCCC1
  MITF primary = 7; GPR151 activ = 0.5; TEAD-YAP block = -21; FBW7 activator = -0.3

> COc1cc(OC)nc(CSCCNC(=S)Nc2ccccc2)n1
  MITF primary = -4; GPR151 activ = 1.0; TEAD-YAP block = -5; FBW7 activator = -0.2

Next entries
SMILES	MITF primary	GPR151 activ	TEAD-YAP block	FBW7 activator
COc1ccc(S(=O)(=O)N(CC(=O)NC2CC3CCC2C3)c2ccc(C)cc2)cc1OC (stereo not given)	11	0.5	-1	0.9
CN(C)c1ccc(C(c2c[nH]c3ccccc23)c2c[nH]c3ccccc23)cc1	11	-0.1	4	-0.6
N/C(=N\OC(=O)c1cccc(I)c1)c1cccnc1	8	-0.5	-17	0.1
CCCC(=O)Nc1cccc(Oc2ccc3c(c2)C(=O)NC3=O)c1	-9	6.0*	-4	-0.1
Cc1ccc(CN2CCN(Cc3ccccc3)C(CCO)C2)s1 (stereo not given)	-5	-1.1	6	-0.1
CCc1nn(CC(=O)N2CCC(C(N)=O)CC2)c(=O)c2cc3occc3n12	-1	-0.7	1	0.0
Cc1cccc(-n2ncc3c(N4CCN(C(c5ccccc5)c5ccc(Cl)cc5)CC4)ncnc32)c1 (stereo not given)	5	-1.3	6	0.0
O=C(O)CCN1C(=O)/C(=C2\SC(=S)N(CCC(=O)O)C2=O)SC1=S	-3	-0.2	-1	-0.1
COc1ccccc1CN1CCc2nnc(C(C)NC(=O)CCc3ccccc3)n2CC1 (stereo not given)	2	0.1	5	-0.2
O=C(O)c1nccnc1C(=O)Nc1ccc(Cl)cc1Cl	-3	-1.3	12	-0.1
COc1ccc2nc3oc(C(=O)Nc4cccc(C#N)c4)cc3cc2c1	-4	0.7	-1	0.0
CN(C)/C=C/c1nc2nonc2c2c1c(=O)ccn2C	7	0.2	-2	-0.3
CCOC(=O)c1ccc(NC(=O)C(=O)Nc2ccccn2)cc1	3	-0.7	-64	-0.1
CC(=O)c1c(C)c2c(n1CCN(C)C)CCCC2	11	-0.6	9	0.3
COc1ccc(CNC(=O)C2c3ccccc3C(=O)N3CCc4ccccc4C23)cc1 (stereo not given)	-4	-0.7	-9	-0.1
Cc1ccc(NCCNC(=O)Cc2c[nH]c3ccccc23)nn1	14	1.0	-3	-0.1
CCC(C)NC(=O)C1=C(C)C(=O)OC12CCCCC2 (stereo not given)	3	12*	1	-0.1
CCOC(=O)c1c(NC(=O)c2ccccc2)sc(C(=O)Nc2ccccc2C)c1C	-2	-0.8	2	0.1
Cc1ccc(C(=O)COC(=O)CNS(=O)(=O)c2ccccc2)cc1[N+](=O)[O-]	-11	3.5	10	-0.1
CC(C)(C)C(=O)COC(=O)c1ccc(N2C(=O)c3ccccc3C2=O)cc1	6	-1.4	2	0.1
O=C(Nc1cc(-c2ccncc2)c[nH]c1=O)C1CCc2ccccc2C1 (stereo not given)	0	2.8	-20	0.2
O=C(Nc1ccccc1C(=O)N1CCOCC1)c1ccc(I)cc1	9	-1.8	3	0.1
COc1ccccc1NC(=O)Oc1ccc(C(C)=O)cc1	-4	3.1	-4	0.1
Cc1cc2oc(=O)cc(COC(=O)CNS(=O)(=O)c3ccccc3F)c2cc1C(C)C	0	1.3	-2	-0.2
CCN(CC)c1ccc(/C=C(\NC(=O)c2ccc(F)cc2)C(=O)N2CC3CC(C2)c2cccc(=O)n2C3)cc1 (stereo not given)	17	0.6	-17	-0.1
CCc1cccc(CC)c1NC(=O)COC(=O)c1ccc(N2CCOCC2)c([N+](=O)[O-])c1	19	-1.2	3	0.8
CC(C)N1CC(C(=O)O)CC1=O (stereo not given)	4	0.6	-8	0.1
Cc1ccc(-n2c(N)cc(=O)nc2SCC(=O)Nc2nccs2)cc1	2	2.0	4	-0.1
C=CCNC(=O)C1C(=O)NC2(C)CC1c1ccccc1O2 (stereo not given)	7	1.6	-11	0.2
Cc1cccc(N(CC(=O)NCc2cccnc2)S(=O)(=O)c2ccccc2)c1C	9	0.8	-1	-0.1
COc1ccc(-n2cc(C(=O)Nc3cccc(Cl)c3)c3ccccc3c2=O)cc1	-15	0.4	-2	0.1
Cc1nn(C)cc1CNC(=O)C1C2CCC(C2)C1C(=O)O (stereo not given)	2	-0.7	4	-0.1
CCOCCOC(=O)C1=C(C)NC2=C(C(=O)CC(c3cccs3)C2)C1c1ccc(OC(C)=O)cc1 (stereo not given)	4	0.5	7	0.1
CC(=O)c1cc2c(cc1NC(=O)Cn1nc(C)c3ccccc3c1=O)OCO2	17	-1.0	-1	0.0
COc1ccccc1C1C(C(=O)Nc2cccnc2)=C(C)Nc2nc(-c3ccncc3)nn21 (stereo not given)	-14	-2.8	-7	0.0
O=C(COc1ccc2ccc(=O)oc2c1)Nc1ccc(S(=O)(=O)N2CCCC2)cc1	-7	0.7	2	0.1
COCCCNC(=O)c1ccc2c(c1)N=C(C)c1ccccc1S2	5	-0.2	63*	0.1
COc1cc(-c2nc3nc(C)c(Br)cc3[nH]2)ccc1O	4	-3.2	-52	-0.1
COc1ccc2nc(NC(=O)c3sc4ncnc(N5CCOCC5)c4c3C)sc2c1	2	1.0	-11	-0.1

Laid out differently: entries from further up.
| SMILES | MITF primary | GPR151 activ | TEAD-YAP block | FBW7 activator |
| --- | --- | --- | --- | --- |
| COCCCNC(=O)c1ccc2c(c1)N=C(C)c1ccccc1S2 | 5 | -0.2 | 63* | 0.1 |
| O=C(COc1ccc2ccc(=O)oc2c1)Nc1ccc(S(=O)(=O)N2CCCC2)cc1 | -7 | 0.7 | 2 | 0.1 |
| COc1ccc2nc(NC(=O)c3sc4ncnc(N5CCOCC5)c4c3C)sc2c1 | 2 | 1.0 | -11 | -0.1 |
| CCOCCOC(=O)C1=C(C)NC2=C(C(=O)CC(c3cccs3)C2)C1c1ccc(OC(C)=O)cc1 (stereo not given) | 4 | 0.5 | 7 | 0.1 |

Screening data as filed in PubChem.
